Granule exo inh: LAMP-1 surface exposure blockers, TALL-104 cells – cell-based, flow cytometry, MLPCN library, primary screen | TALL-104 LAMP-1 surface exposure; cells stimulated with thapsigargin and PMA | inhibition, % at 10 µM | hit rate 0.66% among 360,000;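 active = inhibition above about 55%, limit read from the data; inconclusive = no clear call, values can overlap the other calls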
CaV13 FRET inh: Disruptors of the CACNA1D IQ motif to Ca2+-dependent inactivation inhibitor domain association, primary screening, Förster resonance energy transfer in intact living …; inhibition, % at 12.3 µM; hit rate 0.098% among 340,000; HEK cells, CFP/YFP FRET ICDI-IQ, plate reader, 10 min; percent FRET-ratio fall versus neutral wells; AID 743397;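 active = mean replicate inhibition of at least 30% and at least 1% of replicates passing that level; inconclusive = only one of the two criteria is met; inactive = neither criterion is met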;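 also: 0% = median of the neutral control wells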
TRPM1 prom inh: inhibitors of MITF-dependent TRPM1 promoter reporter, primary screen, cell-based, SK-MEL-5, single point, luciferase. SK-MEL-5 TRPM1 promoter luciferase, 24 h. inhibition, % at 12.5 µM. hit rate 0.83% among 330,000. AID 488899, 2010;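 active = mean inhibition across replicates of 60% or more, whatever share of single replicates reaches that level; inconclusive = some that reach 60%, reason not given; inactive = mean inhibition across replicates below 60%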; also: values of inactives mirror those of a sister screen read the other way
Peg3 prom inh: Peg3 promoter-driven luciferase inhibitors, primary screen, cell-based, HeLa, luciferase luminescence. HeLa PEG-Prom luciferase reporter, overnight. inhibition, % at 20 µM. hit rate 1.7% among 360,000;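 active = inhibition of at least 50% at 20 µM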
NR2E3 ag-1: NR2E3 agonists in two-hybrid cells, primary screen, cell-based, luminescence, CHO-S, Gal4-NCOR/VP16-NR2E3; Photoreceptor-specific nuclear receptor (Homo sapiens), Q9Y5X4; luciferase; inhibition of corepressor binding, % at 3.98 µM; hit rate 0.35% among 360,000; AID 602229, 2012;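 active = inhibition above the mean of all tested compounds plus 3 SD, cut at about 70% in these data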;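 also: 0% = DMSO with NR2E3 transfected cells and 100% = cells lacking NR2E3 construct; higher means lower luciferase signal from less NR2E3 corepressor binding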
Target sequence (Q9Y5X4 whole entry, looked up, the tested form may be a part): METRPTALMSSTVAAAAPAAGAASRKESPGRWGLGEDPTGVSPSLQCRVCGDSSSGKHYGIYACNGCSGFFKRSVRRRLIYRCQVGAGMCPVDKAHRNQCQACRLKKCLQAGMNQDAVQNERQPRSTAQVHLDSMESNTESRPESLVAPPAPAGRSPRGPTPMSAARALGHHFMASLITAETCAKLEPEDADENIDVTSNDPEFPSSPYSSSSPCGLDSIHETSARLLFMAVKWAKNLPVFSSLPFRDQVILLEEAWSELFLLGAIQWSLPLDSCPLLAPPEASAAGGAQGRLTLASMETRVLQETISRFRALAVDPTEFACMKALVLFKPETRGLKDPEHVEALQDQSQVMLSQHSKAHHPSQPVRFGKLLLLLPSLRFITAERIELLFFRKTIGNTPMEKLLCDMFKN
hiPSC survival: enhancers of single-cell hiPSC survival, primary screen, ATPlite luminescence; hit rate 0.044% among 360,000; AID 602274, 2012; 100% = ROCK inhibitor wells, 0% = DMSO; survival enhancement, % at 20 µM; in the data active = survival enhancement above about 18%;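 also: cells exposed to compounds for 16 hours before the ATP read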
PDI inh: inhibitors of human PDI, primary screen, biochemical, turbidity, single point, plate reader; Protein disulfide-isomerase (Homo sapiens), P07237; PDI insulin aggregation turbidity, A650, 90 min; inhibition, % at 10 µM; hit rate 0.052% among 350,000; AID 588391, 2011;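 active = mean inhibition across replicates of 30% or more, whatever share of single replicates reach that level; inconclusive = mean inhibition below 30% while every single replicate reaches 30%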;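 also: absorbance from insulin aggregation driven by PDI reduction with DTT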
Target sequence (P07237 whole entry, looked up): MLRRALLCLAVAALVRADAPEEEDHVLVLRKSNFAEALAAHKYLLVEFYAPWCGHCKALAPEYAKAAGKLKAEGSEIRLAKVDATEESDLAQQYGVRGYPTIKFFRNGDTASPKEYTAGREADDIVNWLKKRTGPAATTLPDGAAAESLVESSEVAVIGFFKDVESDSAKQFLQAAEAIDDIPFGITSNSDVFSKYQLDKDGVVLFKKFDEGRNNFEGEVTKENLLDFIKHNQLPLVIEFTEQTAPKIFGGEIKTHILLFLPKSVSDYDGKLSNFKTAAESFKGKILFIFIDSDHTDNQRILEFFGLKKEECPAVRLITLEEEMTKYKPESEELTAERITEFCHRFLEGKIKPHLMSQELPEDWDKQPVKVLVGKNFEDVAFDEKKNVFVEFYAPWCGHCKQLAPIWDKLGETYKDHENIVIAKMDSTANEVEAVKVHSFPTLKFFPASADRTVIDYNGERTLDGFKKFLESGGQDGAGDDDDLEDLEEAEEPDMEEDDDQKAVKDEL
NR2E3 ag-2: inhibitors of NR2E3-RetCOR corepressor binding, primary screen, NR2E3 agonist project, biochemical, TR-FRET, GST-NR2E3, biotin-RetCOR; Photoreceptor-specific nuclear receptor (Homo sapiens), Q9Y5X4; AID 2300, 2010; hit rate 0.12% among 320,000; 1536-well; inhibition of corepressor binding, % at 4.78 µM;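 active = percent inhibition above the cutoff of mean plus 3 SD of all tested compounds, set per screening campaign, cut at about 20% in these data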;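 also: 0% = DMSO wells and 100% = biotin wells as full block of FRET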
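Material: NR2E3–RetCOR corepressor complex / Incubation: Compound–protein incubation for 5 h at 4 °C / Dosing: compound at 4.8 µM, single dose / Detection: time-resolved FRET / Benchmarks: high control biotin, low control 0.6% DMSO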
Vif inh: HIV Vif self-association inhibitors, primary screen, imaging, HEK293T, single point; HEK293T cells, Vif self-association by quenched fluorescence, 24 h; inhibition, % at 7.49 µM; hit rate 0.35% among 340,000; in the data active = inhibition above about 50%, passing the limit was not always enough; inconclusive = no clear call, values can overlap the other calls; inactive = below about 31%; also: some results filed as inactive read as strong as hits
HIF-2a inh: HIF-2a reporter inhibitors, primary screen, luminescence, 786-0 RCC cells; 786-0 RCC cells HIF-2a reporter, luciferase luminescence, overnight; inhibition, % at 18.8 µM; hit rate 0.72% among 360,000;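 active = inhibition of the luminescence signal of 40% or more relative to plate controls, in a single-dose primary screen at 18.75 µM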
aDG glyco up: activators of alpha-DG glycosylation, primary screen, uHTS, Pro5-aDG cells, AlphaScreen. hit rate 0.22% among 360,000. activation, % at 10 µM. alpha-DG glycosylation AlphaScreen (IIH6); 0% Pro5, 100% B10-LARGE cell signal;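 active = activation of at least 8% versus controls, or a plate z-score of at least 8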;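 also: Pro5 are CHO cells carrying HIG-tagged alpha-DG that lacks glycosylation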
* marks the source's active call; other numbers are inactive results; ? = inconclusive; · = not tested or not shown. Random draw from the library; about 3.5% have a hit in one of these screens.

SMILES	Granule exo inh	CaV13 FRET inh	TRPM1 prom inh	Peg3 prom inh	NR2E3 ag-1	hiPSC survival	PDI inh	NR2E3 ag-2	Vif inh	HIF-2a inh	aDG glyco up
NNC(=O)COc1cccc(Oc2ccccc2)c1	1	-6	-8	-9	-8	-1.0	-7	0	12	20	-0.2
CNS(=O)(=O)c1ccc2c(c1)[nH]c(=S)n2C	0	-10	·	9	10	-1.2	-21	·	-7	13	-0.3
Cc1cc(C)c(C(=O)/C=C/c2cccs2)c(=O)[nH]1	3	-1	4	-12	0	-0.2	-1	-1	14	-18	0.5
O=C(c1ccco1)N1CCN(Cc2cn[nH]c2-c2cccc3ccccc23)CC1	2	-5	12	22	-25	0.5	10	3	-10	23	0.0
CCOc1ccc(N2C(=O)/C(=C/c3ccc(C)o3)N(C)C2=S)cc1	76*	-17	-1	-8	-20	-0.8	-2	3	4	13	-0.3
CC(NC(=O)Nc1ccc(O)cc1)(C(F)(F)F)C(F)(F)F	-3	-5	9	20	12	8.3	11	-1	·	5	0.0
CCOc1ccc(-n2ccc(=O)c(C(=O)Nc3ccc(S(=O)(=O)N4CCOCC4)cc3)n2)cc1	1	-3	-4	6	-35	0.6	2	-2	-4	10	-0.2
CC(C)CCN1CCN(Cc2nc(-c3ccc(F)cc3)cs2)CC1CCO (configuration not stated)	-4	-4	-14	7	19	-0.1	2	-2	-1	2	0.3
O=C(N1CCOCC1)N1CCN(CC(O)COc2ccc3ccccc3c2)CC1 (configuration not stated)	0	-6	11	-5	-4	2.7	-11	2	-3	0	0.1
Cc1cccc(NC(=S)NNC(=O)c2sccc2C)c1	1	-8	-16	-233	-128	0.4	10	2	·	-289	-0.1
CC(=O)Nc1ccc(OC(F)(F)C(F)C(F)(F)F)c(NC(C)=O)c1 (configuration not stated)	3	-4	2	16	2	4.0	8	-3	-3	13	-0.2
CN(C)CCN1C(=O)C(=O)/C(=C(/O)c2ccc(S(=O)(=O)N3CCOCC3)cc2)C1c1ccccc1 (configuration not stated)	-6	-8	-26	0	4	-1.6	-2	0	7	11	-0.1
CCOc1ccc(Cn2c3ccc(OC)cc3c3nc4ccccc4nc32)cc1OC	-2	·	-2	32	-9	-1.9	15	2	0	7	0.4
Cc1nnc(SCC(=O)NNC(=O)c2ccc(Cl)cc2)n1CC1CCCO1 (configuration not stated)	-11	-4	-4	10	-10	5.1	7	5	21	10	0.1
CCOc1ccc(S(=O)(=O)Nc2cccc(N(C)S(C)(=O)=O)c2)cc1	-9	-5	13	4	49	0.8	7	0	-39	6	2.1
COc1ccc(Nc2cc(C)nc(N)n2)cc1	-9	-19	-9	-52	-25	-0.1	4	1	-3	-97	0.0
Cc1ccc(C(c2cc(Br)ccc2O)N2CCSCC2)cc1 (configuration not stated)	2	-4	0	13	9	-0.8	-7	-6	-7	9	0.5
CCOC(=O)C1CCN(S(=O)(=O)NC[C@H]2O[C@@H](n3cnc4c(N)ncnc43)[C@H](O)[C@@H]2O)C1 (some centres not stated)	4	-6	2	12	11	1.7	5	·	4	11	-0.2
CN(c1ccccc1)S(=O)(=O)c1cccc(NC(=O)CCNC(=O)c2ccc([N+](=O)[O-])cc2)c1	-3	-3	13	37	-12	4.3	6	·	-10	9	0.7
Cc1ccc(S(=O)(=O)N2CCN(c3ccc([N+](=O)[O-])cn3)CC2)cc1	-4	-4	-5	-6	-12	-0.4	-1	0	2	13	0.0
CCCOc1cccc(-c2nnc(NC(=O)c3ccco3)s2)c1	5	-2	-19	-172	-42	-0.4	-7	3	6	-116	-0.2
COCCOC(=O)C1=C(C)N=C2SCCC(=O)N2C1c1ccc(C(=O)OC)cc1 (configuration not stated)	-1	0	-2	13	1	4.3	-6	5	-2	11	0.2
Cc1ccc(C(=O)N2CCN(Cc3ccc4c(c3)OCO4)CC2)c(Cl)c1	2	-5	10	9	-9	-0.5	-1	2	-16	0	0.0
O=C(Nc1ccc2c(c1)nc1n2CCN(Cc2ccccc2)C1)NC1CCCCC1	1	-9	-3	-8	10	-0.7	8	4	·	-12	-0.1
O=C(C=Cc1ccccc1Cl)c1ccccc1	-3	-16	-15	3	-22	-3.2	6	·	4	-96	0.6

Ordered by formula weight (largest number first): 13 of the compounds above.
SMILES	Granule exo inh	CaV13 FRET inh	TRPM1 prom inh	Peg3 prom inh	NR2E3 ag-1	hiPSC survival	PDI inh	NR2E3 ag-2	Vif inh	HIF-2a inh	aDG glyco up
CCOc1ccc(-n2ccc(=O)c(C(=O)Nc3ccc(S(=O)(=O)N4CCOCC4)cc3)n2)cc1	1	-3	-4	6	-35	0.6	2	-2	-4	10	-0.2
CCOC(=O)C1CCN(S(=O)(=O)NC[C@H]2O[C@@H](n3cnc4c(N)ncnc43)[C@H](O)[C@@H]2O)C1 (some centres not stated)	4	-6	2	12	11	1.7	5	·	4	11	-0.2
CCOc1ccc(Cn2c3ccc(OC)cc3c3nc4ccccc4nc32)cc1OC	-2	·	-2	32	-9	-1.9	15	2	0	7	0.4
Cc1nnc(SCC(=O)NNC(=O)c2ccc(Cl)cc2)n1CC1CCCO1 (configuration not stated)	-11	-4	-4	10	-10	5.1	7	5	21	10	0.1
Cc1ccc(C(c2cc(Br)ccc2O)N2CCSCC2)cc1 (configuration not stated)	2	-4	0	13	9	-0.8	-7	-6	-7	9	0.5
Cc1ccc(C(=O)N2CCN(Cc3ccc4c(c3)OCO4)CC2)c(Cl)c1	2	-5	10	9	-9	-0.5	-1	2	-16	0	0.0
Cc1ccc(S(=O)(=O)N2CCN(c3ccc([N+](=O)[O-])cn3)CC2)cc1	-4	-4	-5	-6	-12	-0.4	-1	0	2	13	0.0
CCOc1ccc(N2C(=O)/C(=C/c3ccc(C)o3)N(C)C2=S)cc1	76*	-17	-1	-8	-20	-0.8	-2	3	4	13	-0.3
CCCOc1cccc(-c2nnc(NC(=O)c3ccco3)s2)c1	5	-2	-19	-172	-42	-0.4	-7	3	6	-116	-0.2
CC(NC(=O)Nc1ccc(O)cc1)(C(F)(F)F)C(F)(F)F	-3	-5	9	20	12	8.3	11	-1	·	5	0.0
Cc1cccc(NC(=S)NNC(=O)c2sccc2C)c1	1	-8	-16	-233	-128	0.4	10	2	·	-289	-0.1
Cc1cc(C)c(C(=O)/C=C/c2cccs2)c(=O)[nH]1	3	-1	4	-12	0	-0.2	-1	-1	14	-18	0.5
CNS(=O)(=O)c1ccc2c(c1)[nH]c(=S)n2C	0	-10	·	9	10	-1.2	-21	·	-7	13	-0.3

Continued:
SMILES	Granule exo inh	CaV13 FRET inh	TRPM1 prom inh	Peg3 prom inh	NR2E3 ag-1	hiPSC survival	PDI inh	NR2E3 ag-2	Vif inh	HIF-2a inh	aDG glyco up
O=C(Cc1cccc2ccccc12)NCC(=O)N1CCN(Cc2cccc(C(F)(F)F)c2)CC1	2	-6	8	1	59	0.0	-2	3	-37	4	0.6
C/C=C1\COC(C(=O)NCc2cccc(OC)c2OC)(C(F)(F)F)C=C1C=C1CCCCC1 (configuration not stated)	-2	-12	-6	32	10	-1.4	6	-2	3	9	0.7
Cn1c(CN2CCOCC2)nc2cc(NC(=O)COc3ccc([N+](=O)[O-])cc3)ccc21	0	-2	5	7	3	-0.6	9	-1	-14	28	-0.2
CCOC(=O)c1c(NC(=O)c2ccnn2C)sc(C)c1C	3	-5	-4	-2	-4	7.5	-4	2	-4	5	0.2
CN1C2C=C3C(C#N)=C(N)C(C#N)(C#N)[C@@H](c4cccs4)C3C1CC2 (some centres not stated)	29	-8	11	-4	-37	-1.6	-3	-1	?	-2	-0.2
O=C(c1ccc(Cl)cc1Cl)N1CCOCC1	0	-6	-5	5	-11	4.4	8	·	0	8	-0.1
Cc1ccc(NC(=O)c2ccc(COc3ccccc3[N+](=O)[O-])o2)nc1	1	-3	-14	-57	-17	-0.1	3	1	-2	-121	0.4
O=C1c2ccccc2C(=O)c2c1cccc2N1CCN(C/C=C/c2ccccc2)CC1	4	-2	-4	-2	-29	-0.7	1	1	4	-4	-0.4
CCn1ccnc1CN1CCCC(C(=O)c2ccc3cc(OC)ccc3c2)C1 (configuration not stated)	51	3	-2	15	-2	0.5	-2	3	-1	-5	6.3
O=C(CSc1nnc(C2CCCCC2)o1)N1CCCCC1	1	-6	-28	-49	4	-0.8	1	1	-11	-88	0.0
COc1ccc(CN(C)CC(=O)Nc2cc3oc4ccccc4c3cc2OC)c(OC)c1	7	-3	0	-2	-20	0.3	4	1	-8	11	0.7
COc1cc(CNc2nc3ccccc3[nH]2)cc(OC)c1OC	10	-6	4	-12	-28	0.6	-5	-2	-21	16	-0.1
NC(=O)c1c(NC(=O)c2ccc(S(=O)(=O)N3CCOCC3)cc2)sc2c1CCCCC2	-4	-2	11	9	-17	1.8	-2	0	5	6	-0.2
CC(C)Oc1cccc(C(=O)NC(=S)Nc2ccc(Cl)c(C(=O)O)c2)c1	3	-5	1	-4	8	-0.6	6	3	-6	-10	-0.2
CCCC(=O)N1CCN(c2ccc(NC(=O)c3cc4ccccc4o3)cc2Cl)CC1	13	·	?	104*	51	-0.1	-3	2	-39	-65	-0.2
Fc1ccccc1-c1nc(-c2cnccc2C(F)(F)F)no1	-11	-4	-19	-42	-12	-0.4	23	-2	-4	-31	0.3
CCOc1ccc(-c2nnc(-c3ccccc3)o2)cc1	3	·	-2	-45	-139	-2.6	-5	3	3	-31	0.4
CC(=O)c1cccc(NC(=O)CN2C(=O)COc3ccc(S(=O)(=O)N4CCOCC4)cc32)c1	-10	-3	-1	-34	-11	-0.5	1	2	-1	7	-0.2
CN1CCCN(C(c2ccccc2)c2ccc(Cl)cc2)CC1 (configuration not stated)	2	-4	-11	31	-17	-3.8	3	5	-3	-21	0.6
CCC(C)Nc1nc2c(c(=O)[nH]c(=O)n2C)n1CCC(C)C (configuration not stated)	0	-4	9	6	4	1.3	0	-1	3	12	-0.4
Cc1ccc(-c2n[nH]c(=S)n2/N=C\c2ccco2)cc1	24	-4	8	7	-23	-1.8	1	-3	0	20	0.5
COCCNc1nc2ccccc2n1CC(=O)c1ccc(OC)c(OC)c1	-2	-20	-1	16	-8	1.9	0	0	-1	9	0.2
